# Assay outcomes from PubChem.
# CAL PDZ FP-1: untagged CAL PDZ binding inhibitors, primary screen, biochemical, fluorescence polarization, HTS. AID 602252, 2012. Golgi-associated PDZ and coiled-coil motif-containing protein (Homo sapiens), Q9HD26. purified CAL PDZ, TMR-peptide fluorescence polarization, 1 h. inhibition, % at 24.9 µM. 0.92% of 300,000 active;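 active = mean inhibition of at least 30% with at least half of replicates also reaching 30%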;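 also: 0% = DMSO neutral control and 100% = excess unlabeled competitor peptide PRC23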
# E coli growth: E. coli V3065 growth inhibition, primary screen, counter-screen for AddAB inhibitor project, absorbance, OD600 | 18 h | inhibition, % at 11.9 µM | 0.27% of 330,000 active | AID 449728, 2010;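 active = inhibition above the campaign's mean inhibition across all tested compounds plus 3 SD, cut at about 9.9% in these data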;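 also: uninfected addAB+ strain grown without phage in ampicillin broth; 0% = DMSO wells and 100% = ciprofloxacin 0.95 µg/ml wells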
# phage Ecoli inh: growth loss of phage-infected E. coli, primary screen, RecBCD inhibitor project, absorbance, with phage, HTS; inhibition, % at 11.9 µM; 0.26% of 360,000 active; AID 651602, 2012; in the data active = inhibition above about 11%
# Wnt act: Wnt/beta-catenin pathway activators, primary screen, cell-based, plate reader, single point. Wnt/beta-catenin reporter cell assay, activator. activation, % at 9.35 µM. 1.2% of 300,000 active. AID 743398, 2014; in the data active = activation above about 30%, passing the limit was not always enough;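 also: 0% = neutral control wells and 100% = positive control wells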
# SR-BI HDL uptake: inhibitors of SR-BI mediated HDL lipid uptake, primary screen, ldlA[mSR-BI] cells, fluorescence, single point; inhibition, % at 12.5 µM; ldlA[mSR-BI] CHO cells, DiI-HDL uptake fluorescence, 3 h; 0.96% of 320,000 active; Scavenger receptor class B member 1 (Mus musculus), Q61009; AID 488896, 2010;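 active = mean replicate inhibition of at least 70% and a set share of replicates each scoring 70 or more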;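 also: 0% = median of neutral control wells and 100% = median of positive control wells; values of inactives mirror those of a sister screen read the other way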
# Target sequence (Q61009 whole entry, looked up): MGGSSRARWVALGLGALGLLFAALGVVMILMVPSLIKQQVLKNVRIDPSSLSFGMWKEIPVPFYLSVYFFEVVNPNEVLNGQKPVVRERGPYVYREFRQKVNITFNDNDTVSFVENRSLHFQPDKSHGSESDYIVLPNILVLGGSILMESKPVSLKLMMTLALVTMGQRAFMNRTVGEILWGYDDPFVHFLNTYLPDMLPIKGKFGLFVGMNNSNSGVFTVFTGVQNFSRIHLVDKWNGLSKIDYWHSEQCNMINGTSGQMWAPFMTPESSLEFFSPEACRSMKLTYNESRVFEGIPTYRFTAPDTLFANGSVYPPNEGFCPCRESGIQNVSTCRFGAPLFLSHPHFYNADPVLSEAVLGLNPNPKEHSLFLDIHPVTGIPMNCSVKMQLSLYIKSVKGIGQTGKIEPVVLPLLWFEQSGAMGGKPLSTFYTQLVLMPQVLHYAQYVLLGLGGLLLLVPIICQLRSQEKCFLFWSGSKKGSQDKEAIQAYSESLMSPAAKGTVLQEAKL
# Tat transport: E. coli Tat export inhibitors, primary screen, MC4100, TorA-mCherry reporter, fluorescence, single point | 0.036% of 340,000 active | AID 488895, 2010 | inhibition, % at 10 µM;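 active = mean replicate inhibition at least 50% and at least half of replicates individually reaching 50%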;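 also: exported cargo escapes ClpAP degradation while cytoplasmic cargo is degraded and loses fluorescence; 0% = median of neutral control wells and 100% = median of NaSCN control wells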
# SR-BI DiI-HDL act: activators of SR-BI mediated DiI-HDL uptake, primary screen, ldlA[mSR-BI] CHO cells, DiI fluorescence; 0.096% of 320,000 active; AID 504775, 2011; 3 h; 100 = double the neutral-control signal; activation, % at 12.5 µM;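 active = mean replicate activation of at least 60% and every replicate at or above 60%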;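 also: 0% = median plate neutral-control signal and 100% = twice that signal; values of inactives mirror those of a sister screen read the other way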
#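 Assay system: LDL receptor-deficient CHO ldlA cells overexpressing murine SR-BI / Medium: BSA-supplemented, HEPES-buffered Ham's F12, pH 7.4 / Probe or stimulus: DiI-labelled HDL at 10 µg/mL final / Timing: compound with DiI-HDL co-incubation, 3 h at 37 °C / Technique: bottom-read cell fluorescence after medium removal, ex 550/em 595 nm / Measure: HDL uptake via cellular fluorescence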
# MITF act: activators of MITF-driven TRPM1 promoter reporter, primary screen, cell-based, SK-MEL-5, luciferase, single point | SK-MEL-5 TRPM1-promoter luciferase, 24 h; % of positive control, neutral wells = 0 | activation, % at 12.5 µM | 0.75% of 300,000 active | AID 588334, 2011;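 active = mean activation of at least 80% with every replicate also reaching 80%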;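 also: 0% = neutral control wells and 100% = parthenolide positive control wells; values of inactives mirror those of a sister screen read the other way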
# AddAB inh: growth inhibition of E. coli expressing H. pylori AddAB, primary screen, AddAB inhibitor project, absorbance; 0.29% of 330,000 active; inhibition, % at 11.9 µM; AID 435030, 2010; in the data active = inhibition above about 12%;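 also: 0% = vehicle wells of infected cells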
# CAL PDZ FP-2: CAL PDZ peptide-binding inhibitors, primary screen, biochemical, fluorescence polarization, Cer-tagged CAL PDZ, HTS. AID 504414, 2011. inhibition, % at 20 µM. 0.02% of 330,000 active. purified CAL PDZ, TMR-peptide fluorescence polarization, 1 h;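 active = highest replicate inhibition of at least 40%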;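 also: plate controls were DMSO neutral control wells for no effect and unlabeled competitor peptide control wells for full effect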
#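 Read-out basis: mP drop reported as inhibition | Assay system: Tagged CAL PDZ protein CerCALP, purified | Benchmarks: Unlabelled peptide for full inhibition, DMSO wells as neutral | Schedule: 1 h incubation at room temperature before polarization reading | Buffer or medium: Sodium phosphate/NaCl buffer pH 7.4 with TCEP, IgG, Thesit | Doses: Single point, 20 µM | Measured by: Fluorescence polarization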
# Active calls of the source: *; nt = not tested or not shown. An excerpt (hit frequency here may not be typical).
# The line under a structure holds: CAL PDZ FP-1, E coli growth, phage Ecoli inh, Wnt act, SR-BI HDL uptake, Tat transport, SR-BI DiI-HDL act, MITF act, AddAB inh, CAL PDZ FP-2
COC(=O)C1=C(c2ccc(Cl)c(C(F)(F)F)c2)C[C@@H]2CC[C@H]1N2C(=O)NCCO
  1, -1.4, -0.9, -3, -11, -5, 11, -5, 0.4, -1.1
Cc1nn(C)c(C)c1P(=S)(c1c(C)nn(C)c1C)N(C)C
  -2, 1.4, 3.0, -1, -10, 4, 10, -6, 1.6, -3.3
N[C@@H]1C[C@H]1c1ccccc1
  -1, 1.6, 2.7, 2, -1, 4, 1, 2, 1.4, 0.1
CCc1ccccc1NC(=O)CNCc1ccccc1
  nt, 1.4, 5.1, -2, 19, 2, -19, 3, 4.2, -0.4
O=Cc1cn(Cc2ccc(F)cc2Cl)c2ccccc12
  -3, -0.7, 4.1, -4, 21, 3, -21, -3, -0.3, -0.6
CC(=O)NCC(=O)Nc1ccc(Br)cc1C(=O)c1ccccc1
  3, 1.2, 0.5, 3, -3, 0, 3, 2, 5.2, -0.9
CC(=O)OC1C2(CC3N4C(=O)C5(CO)SSC4(CC31O)C(=O)N5C)OC(C)C(C)(C)C2=O (centres undefined)
  2, nt, nt, nt, 106*, 13, -106, nt, nt, -0.4
NCC(=O)c1ccccc1
  -4, nt, 4.1, 15, -5, -2, 5, 54, nt, 0.4
CCC(C)C1N=C(c2ccccc2)c2cc(Cl)ccc2N(CC(=O)NCc2ccco2)C1=O (centres undefined)
  nt, 2.5, -0.1, -2, 4, -2, -4, nt, -0.7, -0.7
CCOc1ccccc1-n1c(O)c(C=Nc2ccc(N(CC)CC)cc2)c(=O)[nH]c1=O
  0, 2.1, 3.7, nt, 55, 12, -55, -23, 0.7, 0.8
CC(C)(C)NC(=O)CN1CCCN(C(=O)COc2ccc(Cl)c3ccccc23)CC1
  0, -2.2, -0.3, -3, 45, 9, -45, 1, 0.9, -1.5
Cn1c(O)c(C=NCCc2c[nH]c3ccccc23)c(=O)n(C)c1=O
  0, -1.4, 2.3, 0, 25, -4, -12, 7, 4.0, -0.9
Cc1cccc(NC(=O)COC(=O)c2cc(C)n(C3CC3)c2C)c1
  11, 1.9, 1.8, 0, 4, 1, -4, -4, 1.4, -1.0
Cn1cc(C(=O)N2CCC3(CC2)OCCO3)c2c3ccccc3n(C)c2c1=O
  0, 0.5, 1.8, nt, -16, 7, 16, 6, 1.8, -2.6
CC(C(=O)c1c[nH]c2ccccc12)N1CCOCC1 (centres undefined)
  0, -2.3, 3.1, -1, 2, 2, -2, -17, -2.4, -0.2
O=c1c2ccccc2nc(CNCC2CCCO2)n1-c1ccc(F)cc1 (centres undefined)
  nt, 1.3, 2.3, -1, 11, -17, -11, -10, 1.1, -0.7
CN(C)CCN=Cc1c(O)n(CCC2=CCCCC2)c(=O)[nH]c1=O
  -2, 1.7, 2.2, -2, -12, -6, 12, -2, 1.4, nt
CC(C(=O)c1ccc(Cl)cc1Cl)n1cncn1 (centres undefined)
  0, 0.6, 1.8, -4, -14, -13, 14, 14, 0.2, 1.1
CCC(C)n1c(O)c(C=Nc2cccc(C(F)(F)F)c2)c(=O)[nH]c1=S (centres undefined)
  -3, -2.2, 0.4, nt, -14, -5, 14, -6, -2.4, -2.3
O=[N+]([O-])c1ccc(C(=Nc2ccccc2)N2CC2)cc1
  nt, nt, 3.8, -1, 9, 4, -9, -3, nt, -0.8
COC(=O)C1=C(c2ccc(S(C)(=O)=O)cc2)C[C@@H]2CC[C@H]1N2C(=O)NCCO
  -4, -1.0, -1.6, -2, 6, 3, -6, -10, 3.0, 0.8
Cc1ccsc1C(=O)C1CCCN(Cc2ccn[nH]2)C1 (centres undefined)
  nt, -1.6, 0.9, 0, nt, -5, nt, -10, -0.2, -0.6
COc1ccc(NC(=O)c2cn(CCC#N)nc2-c2ccccc2)cc1
  -2, -0.4, 2.2, -2, -16, -1, 16, nt, 0.2, -0.6
Cc1ccc(C(=O)NC(O)C(Cl)(Cl)Cl)cc1 (centres undefined)
  -1, -1.2, 3.4, nt, 2, 0, -2, 2, 3.7, -0.5
NP(=O)(OCCCc1ccccc1)Oc1ccc(Cl)cc1 (centres undefined)
  -1, -0.4, 0.6, 3, 6, -4, -6, -11, -0.3, 0.2
CCC1(CC)C(=O)N(C)C(=O)NC1=NC
  -4, 2.9, 2.6, 11, nt, 3, nt, nt, 1.6, -2.1
O=C(/C=C/c1ccc(Br)cc1)NC(=S)N1C[C@H]2C[C@H](C1)c1cccc(=O)n1C2
  -3, -3.3, 2.0, -2, -38, -3, 38, nt, 2.5, 0.1
COP(=O)(OC)C(NC(C)=O)C(Cl)(Cl)Cl (centres undefined)
  -1, 0.1, 3.3, 0, -1, 4, 1, 20, 1.5, -2.0
O=C(COC(=O)Cc1ccccc1)NC12CC3CC(CC(C3)C1)C2
  -5, 0.1, 1.3, nt, -4, -2, 4, -9, 1.0, -1.6
Cn1c(=O)n(C)c2cc([N+](=O)[O-])c(N3CCNCC3)cc21
  -2, 0.2, -0.5, -1, -18, -4, 18, -1, 2.0, 0.5
COC(=O)C1=C(c2cccc(OCc3ccccc3)c2)C[C@@H]2CC[C@H]1N2C(=O)NCc1cc(C)oc1C(F)(F)F
  2, -3.2, 3.8, -16, 20, 6, -20, -11, -2.5, -0.4
Cc1ccc2c(c1)C1CN(C)CCC1N2C(=S)Nc1cccnc1 (centres undefined)
  -1, 1.2, 3.5, 0, -14, -6, 14, 7, 1.4, -4.6
O=c1[nH]c(=O)n(Cc2ccc(F)cc2)c(O)c1/C=N/Nc1ccccc1
  -6, 0.0, -1.5, -2, -2, 17, 2, -5, -1.1, 1.1
Cc1ccc(N=C(N(C)C)P(=O)(N(C)C)N(C)C)cc1
  nt, -0.9, 5.2, -2, -17, 5, 17, 9, 1.3, -0.3
CN(C)C(=O)Oc1ccc(Br)cc1C(=O)Nc1ccc(F)c(Cl)c1
  6, 1.0, 3.5, 2, -6, 1, 6, -4, 3.0, -0.1
CCOP(=S)(OCC)Oc1cc(C)nc(C(C)C)n1
  2, nt, 2.2, -2, 0, 0, 0, 12, nt, -0.3
CCc1nnc(NC(=O)CCc2nc(C3=CCN(C)CC3)no2)s1
  -1, -0.2, 2.8, nt, -3, -6, 3, 16, 0.3, 0.2
O=C(c1cccc2ccccc12)C1CCCN(Cc2ccon2)C1 (centres undefined)
  -4, 0.3, 3.8, 1, -17, 0, 17, -11, -0.2, -3.1
CN1CCN(c2ccc([N+](=O)[O-])c(N)c2)CC1
  0, 0.1, 2.0, 0, -18, -2, 18, 0, 4.1, -0.6
CC(C)C(=O)Nc1nnc(CCN(CCc2nnc(NC(=O)C(C)C)s2)[N+](=O)[O-])s1
  nt, 1.5, 2.4, 0, 12, -10, -12, nt, 1.3, 0.0
CN1C(=O)C(C2c3ccccc3C(=O)N2Cc2ccc([N+](=O)[O-])cc2)C(=O)N(C)C1=O (centres undefined)
  -2, 0.9, 1.9, nt, -4, 5, 4, nt, 1.2, -1.6
CC(=O)Nc1ccc(CC(=O)N2CCN(Cc3ccccc3)CC2)cc1
  -1, 1.5, 0.4, 2, nt, 0, nt, 6, 1.0, -1.7
O=C1NC(=O)C(=Cc2ccc(-c3ccc(Cl)cc3)o2)C(=O)N1
  -2, -1.5, nt, nt, -34, 5, 34, -64, 2.3, -2.1
COc1ccc(C(=O)C(C)(C)NO)cc1
  3, 2.4, -2.9, nt, -7, 5, 7, -7, 4.3, 0.9
CNC(C)Cc1ccccc1 (centres undefined)
  4, -0.3, 1.9, 3, -2, -1, 2, 6, -1.0, -0.1
O=c1cccc2n1CC1CC2CN(S(=O)(=O)c2ccc(F)cc2)C1 (centres undefined)
  -2, -1.9, 5.6, 0, -9, 9, 9, -3, 1.9, -2.5
COC(=O)c1cn(C(=O)c2cccc3ccccc23)c2ccccc12
  -6, 1.0, -1.0, -1, 73*, 9, -73, -17, 2.1, -0.3
Cc1ccc(S(=O)(=O)N(C)N=O)cc1
  -2, -1.4, 1.9, -1, -3, 5, 3, 4, -1.6, -0.8
O=C(NN=Cc1ccc(N(CCCl)CCCl)cc1)c1cccc([N+](=O)[O-])c1
  -1, nt, 3.8, -4, 66, -3, -66, 3, nt, -0.4
CN(C)C(=O)Oc1ccc(OC(=O)c2ccccc2)cc1
  4, 2.2, -1.9, 14, -7, -8, 7, 8, 0.8, -1.9

# (next part)
# The line under a structure holds: CAL PDZ FP-1, E coli growth, phage Ecoli inh, Wnt act, SR-BI HDL uptake, Tat transport, SR-BI DiI-HDL act, MITF act, AddAB inh, CAL PDZ FP-2
O=C(COc1ccc(Cl)cc1)NC1CN2CCC1CC2 (centres undefined)
  1, 1.5, 2.0, nt, -3, 7, 3, 2, 2.8, -0.5
CCn1ccnc1CN1CCCC(C(=O)c2cc(Cl)ccc2OC)C1 (centres undefined)
  3, -4.1, 1.8, 0, 13, -4, -13, -10, -1.8, -1.4
CCOC(=O)c1ccc(N2C(=O)CC(N3CC=C(c4ccc(F)cc4)CC3)C2=O)cc1 (centres undefined)
  nt, -0.9, 3.3, nt, 4, 6, -4, nt, -2.6, 0.0
CN(C)CC1CSCCC1(O)c1cccc(Cl)c1 (centres undefined)
  -3, 0.9, 1.6, -3, -46, -11, 46, -8, 2.4, 0.3
COc1nc2ccccc2c(=O)n1-c1ccc(Cl)cc1
  -3, 1.2, 2.3, 0, -13, 4, 13, 10, 1.2, 0.0
CCC(N)Cc1c[nH]c2ccccc12 (centres undefined)
  1, nt, 0.1, 0, -23, -4, 23, -6, nt, -0.8
